ZTA DNA inh: blocks Epstein-Barr virus ZTA, an EBNA-1 counter-screen | ZTA-DNA binding, fluorescence polarization | inhibition, % at 11 µM | actives 0.15% (n = 320,000); in the data active means inhibition above about 33%
Target sequence (P03206 whole entry, looked up): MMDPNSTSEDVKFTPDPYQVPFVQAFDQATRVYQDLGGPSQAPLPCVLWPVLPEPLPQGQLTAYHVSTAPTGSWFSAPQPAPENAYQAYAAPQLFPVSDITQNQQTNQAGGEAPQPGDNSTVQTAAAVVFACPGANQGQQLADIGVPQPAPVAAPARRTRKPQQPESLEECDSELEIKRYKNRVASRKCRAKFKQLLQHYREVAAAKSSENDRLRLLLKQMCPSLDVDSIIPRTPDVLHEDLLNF
PAFAH1B3 inh: blocks human PAF acetylhydrolase 1B catalytic subunit 3. Q15102. recombinant PAFAH1B3, FP-rhodamine probe, fluorescence polarization. inhibition, % at 3.39 µM. actives 0.28% (n = 340,000);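 active means inhibition above the screen-wide average of all tested compounds plus 3 SD, cut at about 25% in these data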;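 further: 0% = enzyme with DMSO only and 100% = wells lacking PAFAH1B3 protein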
Target sequence (Q15102 whole entry, looked up): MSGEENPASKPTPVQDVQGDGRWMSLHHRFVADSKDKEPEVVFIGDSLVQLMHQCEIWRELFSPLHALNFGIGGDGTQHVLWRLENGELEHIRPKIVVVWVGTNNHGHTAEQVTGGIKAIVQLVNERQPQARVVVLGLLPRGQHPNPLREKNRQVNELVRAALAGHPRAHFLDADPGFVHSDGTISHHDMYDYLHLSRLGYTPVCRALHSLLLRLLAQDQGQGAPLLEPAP
PAFAH2 inh: PAFAH2 (human) inhibition. Q99487. AID 492956. recombinant PAFAH2, FP-rhodamine activity probe, fluorescence polarization. actives 0.99% (n = 340,000). inhibition, % at 3.39 µM;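 active means inhibition above the mean over all tested compounds plus 3 SD, cut at about 30% in these data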;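 further: inhibitors block probe labeling of enzyme so polarization drops; 0% = enzyme with DMSO and 100% = wells lacking PAFAH2 protein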
PAFAH1B2 inh: blocks human PAF acetylhydrolase 1b catalytic subunit 2 | AID 492953 | recombinant PAFAH1B2, FP-rhodamine activity probe, fluorescence polarization | inhibition, % at 3.39 µM | actives 1.2% (n = 340,000) | P68402;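 active means inhibition above the mean of all tested compounds plus 3 SD, cut at about 24% in these data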;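 further: 0% = enzyme with DMSO and 100% = wells lacking PAFAH1B2; many of its hits are not listed in these tables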
Target sequence (P68402 whole entry, looked up): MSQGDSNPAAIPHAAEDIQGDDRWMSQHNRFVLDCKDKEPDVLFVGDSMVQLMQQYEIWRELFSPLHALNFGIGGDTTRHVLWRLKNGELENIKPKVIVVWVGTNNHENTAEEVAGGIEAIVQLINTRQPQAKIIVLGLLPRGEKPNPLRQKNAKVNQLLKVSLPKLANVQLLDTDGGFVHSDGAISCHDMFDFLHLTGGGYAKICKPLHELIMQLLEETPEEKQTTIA
pPAFAH inh: inhibitors of human plasma PAF acetylhydrolase (pPAFAH); Q13093; actives 1.5% (n = 330,000); AID 463082; inhibition, % at 3.39 µM; recombinant pPAFAH, FP-rhodamine probe fluorescence polarization;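 active means inhibition above the mean inhibition across the screen plus 3 SD, cut at about 25% in these data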;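 further: inhibitors block binding of the rhodamine activity-based probe so polarization drops; 0% = enzyme with DMSO and 100% = wells lacking pPAFAH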
EBNA-1 inhibitor: blocks EBNA-1 binding to DNA | EBNA-1 DNA binding, fluorescence polarization | inhibition, % at 14.8 µM | actives 0.34% (n = 300,000); in the data active means inhibition above about 28%
LYPLA2 counter: LYPLA2 (human) inhibition in PME1 counter-screen | recombinant LYPLA2, FP-Rh probe fluorescence polarization | AID 2177 | inhibition, % at 5.9 µM | actives 0.38% (n = 320,000);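 active means inhibition above the screen-wide mean plus 3 SD, limit set per campaign, cut at about 26% in these data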;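 further: 0% = LYPLA2 with DMSO and 100% = wells lacking LYPLA2 enzyme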
PREPL inh: inhibits the human prolyl oligopeptidase-like enzyme | Q4J6C6 | recombinant PREPL, fluorescence polarization activity-based probe | inhibition, % at 5.96 µM | actives 0.68% (n = 320,000); in the data active means inhibition above about 43%;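 further: 0% = enzyme with DMSO and 100% = wells lacking enzyme; many of its hits are not listed in these tables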
LYPLA1 inh: counter-screen for PME1 inhibitors: inhibitors of human LYPLA1. O75608. recombinant LYPLA1, FP-Rh probe fluorescence polarization. inhibition, % at 5.9 µM. actives 0.16% (n = 320,000). AID 2174;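 active means inhibition above the mean of all tested compounds plus 3 SD, set per campaign, cut at about 14% in these data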;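 further: inhibitors block serine hydrolase probe labeling of LYPLA1 so polarization falls; 0% = enzyme with DMSO and 100% = wells lacking LYPLA1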
Target sequence (O75608 whole entry, looked up): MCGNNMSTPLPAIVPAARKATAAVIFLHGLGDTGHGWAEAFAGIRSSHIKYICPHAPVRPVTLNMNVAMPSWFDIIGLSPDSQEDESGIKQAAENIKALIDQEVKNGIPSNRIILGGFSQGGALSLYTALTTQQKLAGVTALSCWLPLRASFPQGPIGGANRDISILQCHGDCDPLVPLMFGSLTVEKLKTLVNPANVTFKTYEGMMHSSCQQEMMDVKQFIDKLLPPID
The depositor's hits bear a star; nt = not tested or not shown. An excerpt; the hit share may differ from the screen's.

SMILES | ZTA DNA inh | PAFAH1B3 inh | PAFAH2 inh | PAFAH1B2 inh | pPAFAH inh | EBNA-1 inhibitor | LYPLA2 counter | PREPL inh | LYPLA1 inh
Cc1occc1C(=O)N1CCC2(CC1)OCCO2 | 8 | 5 | -3 | 3 | 1 | 11 | 2 | 4 | 1
O=C(O)Cn1cc(/C=C2\C(=O)NC(=O)N(c3ccc(Cl)cc3)C2=O)c2ccccc21 | -6 | 1 | -2 | 0 | 8 | -16 | 0 | -10 | -2
O=C(Nc1ccc2c(c1)OCO2)c1cn(Cc2ccc(F)cc2)nn1 | -23 | 9 | -4 | 5 | 5 | -11 | 3 | 16 | 0
Cc1cccc(N=Nc2ccc(N(C)C)cc2)c1 | 0 | 14 | -1 | 8 | 4 | -4 | 2 | 0 | 1
COc1ccc(N=C2SCCCN2C)cc1 | -5 | 8 | -4 | 10 | 4 | -7 | 1 | -1 | -2
CCOc1ccc2c(c1)c(C(C)=O)c(C)n2Cc1ccco1 | -3 | 0 | 0 | 1 | 3 | -5 | 3 | 5 | -1
Cc1ccc2ccccc2c1NC(=O)CNC1CCCCC1 | -5 | 6 | -17 | 0 | 3 | -5 | 2 | -15 | 0
COc1ccc(OC)c(CN2CCN(C(=O)COc3cccc(C)c3)CC2)c1 | -5 | 7 | -1 | 3 | 4 | 10 | 3 | 9 | 3
CCC(C(=O)N1CCC2(CC1)OCCO2)n1c2ccccc2c2nc(=O)cc(C)n21 (stereo not given) | -2 | 3 | 2 | -7 | -2 | -8 | -2 | 10 | -3
CCCCCn1c(=O)c(C(=O)Nc2ccccc2)c(O)c2ccccc21 | -4 | 5 | -12 | 7 | -2 | -19 | -2 | 19 | 2
C#CC[N+]1(C)[C@@H]2CC[C@H]1CC(OC(=O)C(CO)c1ccccc1)C2 (stereo not given in full) | -9 | 2 | -3 | 0 | 2 | 0 | -2 | -7 | 0
Nc1ccc([N+](=O)[O-])cc1 | -3 | 3 | 5 | -1 | -6 | nt | -3 | 13 | -2

Entries of single compounds, quoted from the list.
Shown for Nc1ccc([N+](=O)[O-])cc1 : ZTA DNA inh = -3; PAFAH1B3 inh = 3; PAFAH2 inh = 5; PAFAH1B2 inh = -1; pPAFAH inh = -6; EBNA-1 inhibitor = nt; LYPLA2 counter = -3; PREPL inh = 13; LYPLA1 inh = -2
Shown for Cc1ccc2ccccc2c1NC(=O)CNC1CCCCC1 : ZTA DNA inh = -5; PAFAH1B3 inh = 6; PAFAH2 inh = -17; PAFAH1B2 inh = 0; pPAFAH inh = 3; EBNA-1 inhibitor = -5; LYPLA2 counter = 2; PREPL inh = -15; LYPLA1 inh = 0

Some entries already given, showing only PAFAH1B3 inh:
smiles,PAFAH1B3 inh
COc1ccc(OC)c(CN2CCN(C(=O)COc3cccc(C)c3)CC2)c1,7
CCCCCn1c(=O)c(C(=O)Nc2ccccc2)c(O)c2ccccc21,5
Cc1occc1C(=O)N1CCC2(CC1)OCCO2,5
Cc1cccc(N=Nc2ccc(N(C)C)cc2)c1,14

(continued)
SMILES | ZTA DNA inh | PAFAH1B3 inh | PAFAH2 inh | PAFAH1B2 inh | pPAFAH inh | EBNA-1 inhibitor | LYPLA2 counter | PREPL inh | LYPLA1 inh
O=C(C1CCN(S(=O)(=O)N2CCOCC2)CC1)N1CCC2(CC1)OCCO2 | -12 | 10 | 1 | 0 | -4 | -3 | 2 | 2 | 1
COC(=O)C1=C(c2cc3ccccc3s2)C[C@@H]2CC[C@H]1N2C(=O)NCC1CC1 | -4 | 0 | -4 | -2 | -6 | 2 | -2 | 0 | 0
Cc1cccc(NC(=S)N2CC3CC(C2)c2cccc(=O)n2C3)c1C (stereo not given) | 2 | -3 | -2 | 1 | -3 | -16 | -5 | 11 | -1
O=C(N/N=C/c1c(O)n(Cc2ccc(F)cc2)c(=S)[nH]c1=O)c1ccncc1 | -7 | -9 | -7 | 42* | 16 | -2 | -18 | 5 | -8
CCCCCSc1cc(O)c(C(CNC)C(C)C)cc1OC (stereo not given) | 3 | 13 | -3 | 5 | 0 | -2 | -3 | 14 | -1
COP(=O)(NS(=O)(=O)c1ccccc1)OC | 7 | 2 | 2 | 4 | -2 | -4 | -4 | 6 | 4
c1ccc(C2NCc3ccccc3-n3cccc32)cc1 (stereo not given) | -15 | 7 | -4 | 3 | 4 | -4 | 4 | 8 | 2
C[C@]12CC[C@@H](O)CC1=CCC1C2CC[C@@]2(C)C1C[C@@H](F)[C@@H]2O (stereo not given in full) | nt | 0 | 1 | 3 | 2 | nt | nt | 2 | nt
COC(=O)C1=C(c2ccc3ccccc3c2)C[C@@H]2CC[C@H]1N2C | -8 | -3 | -3 | 3 | -3 | nt | -4 | -31 | 1
CCc1c(C)nc(N)nc1N1N=C1SCC(=O)OC | -12 | 3 | -10 | -1 | -2 | 10 | -2 | 8 | 1
COc1cccc(CN2CCNCC2)c1 | -28 | 2 | 2 | 1 | 4 | -1 | 9 | -10 | 1
CCOC(=O)Cn1cc(C=C2C(=O)N(C)C(=O)N(C)C2=O)c2ccccc21 | 6 | 0 | 12 | 1 | 5 | -6 | -2 | -2 | 0
CN1C2CCC1CC(OC(=O)CCN1CCCC1)C2 (stereo not given) | 11 | -3 | 0 | 0 | 20 | -7 | 3 | 10 | -1
Cc1cccc(N=Cc2c(O)n(C)c(=O)n(C)c2=O)c1 | -16 | 4 | 0 | 5 | 2 | -14 | -1 | -6 | -2
O=c1[nH]c(O)c(N=Nc2cc(C(F)(F)F)ccc2Cl)c(=O)[nH]1 | 0 | 4 | 10 | 23 | 7 | -2 | 3 | 3 | 5
CNS(=O)(=O)c1ccc(N=Cc2c(O)n(-c3ccc(C)cc3)c(=O)[nH]c2=O)cc1 | 6 | 1 | -3 | -3 | 4 | 0 | 3 | -10 | 3
CCN(CC)c1ccc(N=Cc2c(O)n(CCC3=CCCCC3)c(=O)[nH]c2=O)cc1 | 1 | -8 | -7 | 4 | 1 | -12 | 3 | 13 | 4
CC#CP(=O)(OCC)C(O)(c1ccccc1)C(F)(F)F (stereo not given) | -5 | 14 | 10 | 8 | 6 | -7 | -6 | 0 | 5
Cc1ccc(S(=O)(=O)N2CC2(C)CCl)cc1 (stereo not given) | 2 | 4 | -6 | 3 | -3 | -4 | -1 | -3 | 2
CCOc1ccc(N2C(=O)/C(=C/c3ccco3)C(=O)NC2=S)cc1 | 20 | 25 | 94* | 22 | 16 | 12 | -13 | -7 | -6
CCn1c(C)cc(/C=C2\C(=O)NC(=O)N(c3ccccc3C)C2=O)c1C | 2 | 0 | 10 | -2 | 3 | 12 | 5 | 0 | -1
N=C1c2ccccc2CN1NC(=O)c1ccco1 | nt | 7 | 3 | 3 | 1 | nt | nt | 9 | nt
O=C1c2ccccc2C(=O)N1Cc1nc2ccccc2c(=O)n1-c1cccnc1 | -9 | 5 | -3 | 5 | 1 | 0 | 7 | 2 | 2
Brc1ccc2c(c1)C(OC1CN3CCC1CC3)c1ccccc1CS2 (stereo not given) | 9 | 9 | -6 | -5 | -2 | -5 | -3 | 11 | 1
O=C(c1ccc(C(F)(F)F)cc1)C1CCCN(C2CCSCC2)C1 (stereo not given) | -3 | 3 | -3 | 6 | 3 | -7 | -7 | -2 | -1
Cc1c2cnn(CC(=O)N3CCC4(CC3)OCCO4)c(=O)c2c(C)n1Cc1ccccc1 | -2 | 2 | -3 | -2 | 5 | -7 | 4 | 12 | -1
COc1ccccc1CC1/C(=N/O)C2CCN1CC2 (stereo not given) | 15 | 13 | -5 | 3 | -1 | 0 | 5 | 10 | 1
COc1ccc(S(=O)(=O)NC(CC(=O)N2CCC3(CC2)OCCO3)C(C)C)cc1 (stereo not given) | -4 | 10 | 12 | -3 | 4 | -5 | -1 | 5 | -1
CN1C(=O)N(C)C(=O)C2(Cc3cc(NC(=O)c4ccccc4)ccc3N3CCCC32)C1=O (stereo not given) | 14 | -2 | -1 | 3 | 5 | 8 | -1 | 6 | -6
O=c1cccc2n1CC1CC2CN(C(c2ccccc2)c2sc3ncnn3c2O)C1 (stereo not given) | 4 | -8 | -7 | -1 | 0 | -1 | 1 | 5 | -1
Cc1c(C(=O)N2CCC3(CC2)OCCO3)sc2ncnc(N3CCN(c4ccccn4)CC3)c12 | 8 | -1 | 15 | -2 | 8 | 1 | 4 | 8 | -1
CCCC(=O)NC(Oc1ccccc1Cl)C(Cl)(Cl)Cl (stereo not given) | -14 | -1 | -2 | 7 | 2 | 3 | 9 | 13 | 1
Cc1cc(/C=C2\C(=O)NC(=O)N(c3ccc(Br)cc3)C2=O)c(C)n1C | -10 | -7 | -13 | -8 | 2 | -5 | -2 | 3 | -5
COC(=O)C1=C(c2ccc3ccccc3c2)C[C@@H]2CC[C@H]1N2C(=O)N1CCC(O)CC1 | -14 | 10 | 2 | 2 | 2 | nt | 8 | -44 | 2
O=C1NC(=O)C(=Cc2ccc3ccccc3c2)C(=O)N1 | 3 | 0 | 5 | 5 | -2 | 3 | 2 | -4 | -1
CC(C)(C)N1Cc2ccccc2C1=N | 5 | 9 | -17 | 2 | 0 | -10 | 1 | 16 | 4
CC1(C)C(c2ccccc2)=NC(c2cccnc2)N1O (stereo not given) | 6 | 6 | 0 | 7 | -4 | 2 | 10 | 1 | 3
O=C(CNC(=O)OCc1ccccc1)Nc1ccc(Br)cc1C(=O)c1ccccc1 | -14 | 12 | 0 | 6 | 1 | -25 | -13 | 5 | -8
O=c1[nH]c(=O)n(Cc2ccco2)c(O)c1C=NC1CCN(Cc2ccccc2)CC1 | 10 | nt | nt | nt | -4 | 4 | -1 | 5 | 3
O=C1NC(=O)C(=Cc2ccsc2)C(=O)N1 | -7 | -1 | 4 | 4 | -4 | 3 | -3 | 3 | 3
COC(=O)C1=C(c2ccc(-c3ccccc3)c(F)c2)C[C@@H]2CC[C@H]1N2C(=O)NC1CC1 | 10 | -3 | 4 | -1 | 9 | nt | -1 | 8 | -1
Cc1ccc2c(c1)C1C[N+](C)(CC(=O)c3ccc(Cl)cc3Cl)CCC1N2C(=O)c1ccc(F)cc1 (stereo not given) | nt | 10 | -1 | 3 | 0 | nt | nt | 20 | nt
CC(C)(C)n1cc(C(=O)c2ccccc2OCCCF)cn1 | -7 | 9 | -2 | 7 | 2 | -3 | 0 | 1 | 0
O=C(c1cccc(Cl)c1)C1CCCN(Cc2ccon2)C1 (stereo not given) | 1 | -1 | 10 | 2 | -3 | -2 | 0 | 8 | 2
C/C(=N\NC(=O)c1ccccc1)c1c(O)n(Cc2ccccc2)c(=O)[nH]c1=O | -4 | nt | nt | nt | 0 | 11 | 5 | -4 | 4
O=C(COc1ccc2ccccc2c1)N1CCN(C2CCN(Cc3ccccc3)CC2)CC1 | -9 | 4 | 5 | 6 | 5 | 9 | 12 | 32 | -1
CC1CCCCN1CC(O)c1c[nH]c2ccccc12 (stereo not given) | -2 | -5 | 5 | 2 | 4 | 9 | -1 | -2 | 0
Cn1cc(C(=O)OCC(=O)N2CCCC2)c2ccccc21 | -4 | 0 | -6 | -1 | -2 | nt | 0 | 13 | -3
Cc1cc(=O)oc2cc(OCC(=O)N3CCN(C(C)c4ccccc4)CC3)c(Cl)cc12 (stereo not given) | -3 | -4 | -4 | 5 | -4 | nt | 0 | -1 | -1
CN1C2CCC1C(C(=O)O)C(OC(=O)c1ccccc1)C2 (stereo not given) | nt | 6 | -1 | 8 | 0 | nt | nt | 20 | nt
CC(C)CN1CCN(Cc2ccc(C(F)(F)F)cc2)CC1CCO (stereo not given) | 7 | 5 | -8 | 3 | 2 | -4 | 3 | 16 | -1
COc1ccccc1-n1c(O)c(C=NC2CC2)c(=O)[nH]c1=O | -11 | 9 | 5 | -2 | -5 | -6 | -10 | 3 | -2
C=CCc1ccc(OC)cc1 | -19 | 3 | 11 | 0 | 3 | -1 | 4 | -6 | 2
